GSH bead fluor = compound fluoresces at 488/530 nm on GSH beads. GSH beads flow cytometry, compound fluorescence 488/530 nm; stronger effect = higher value. fluorescence (KMESF) at 10 µM. 190,000 compounds, 0.25% hits. AID 1776; in the data active = fluorescence above about 89;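 note: glutathione beads carrying GST-tagged Bcl family fusion proteins plus one bare bead set; values are compound well signal with DMSO vehicle wells as background; inactives centre near 16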
Mcl-1 Bim block = human Bim-Mcl-1 interaction inhibition | Q07820 | Bead-based flow cytometry, Bim peptide-Mcl-1 binding | inhibition, % at 10 µM | 190,000 compounds, 0.1% hits;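 note: 0% = no compound tracer wells and 100% = peptide blocker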
Bim-Bfl-1 = inhibitors of Bim-Bfl-1 interaction, human; 190,000 compounds, 0.12% hits; Q16548; Bead-based flow cytometry, Bim-Bfl-1 binding inhibition; AID 1008; inhibition, % at 10 µM;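 note: 0% = wells without compound plus tracer and 100% = blocker peptide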
Bcl-XL Bim block = human Bim-Bcl-XL interaction inhibition; Bim peptide-Bcl-XL binding, bead flow cytometry, fluorescence; inhibition, % at 10 µM; 190,000 compounds, 0.04% hits
Target sequence (Q07817 whole entry, looked up): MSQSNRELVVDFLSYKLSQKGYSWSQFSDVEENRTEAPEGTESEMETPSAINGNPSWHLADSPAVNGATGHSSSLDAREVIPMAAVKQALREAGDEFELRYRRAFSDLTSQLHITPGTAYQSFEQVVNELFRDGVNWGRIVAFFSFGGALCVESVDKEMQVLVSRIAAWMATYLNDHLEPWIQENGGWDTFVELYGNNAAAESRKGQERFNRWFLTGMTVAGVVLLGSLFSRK
Bim-Bcl-W = disrupts Bim peptide binding to human Bcl-W; Q92843; bead-based flow cytometry; inhibition, % at 10 µM; 190,000 compounds, 0.02% hits; AID 952;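 note: 0% = bound tracer without compound and 100% = peptide blocker; higher means less fluorescent Bim peptide bound to Bcl-W beads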
Target sequence (Q92843 whole entry, looked up): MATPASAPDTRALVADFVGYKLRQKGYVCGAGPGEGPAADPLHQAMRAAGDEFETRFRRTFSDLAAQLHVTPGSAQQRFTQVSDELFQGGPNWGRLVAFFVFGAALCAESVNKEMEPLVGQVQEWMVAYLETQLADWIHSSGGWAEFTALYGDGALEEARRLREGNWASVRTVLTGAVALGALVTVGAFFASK
Mcl1-Bid inh = Mcl-1/Bid interaction inhibition | 220,000 compounds, 0.97% hits | TR-FRET Mcl-1/Bid-Dy647 peptide binding, 1536-well | AID 1021 | inhibition, % at 21.7 µM;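 active = compounds that cut the binding signal by more than half at the single screening dose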;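 note: His-tagged Mcl-1 with europium anti-His antibody binding Bid BH3 peptide; 0% = Mcl-1 plus peptide wells and 100% = peptide-only wells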
RGS7-Gao reg = modulates binding of RGS7 to human Galphao; 220,000 compounds, 0.35% hits; Multiplexed bead flow cytometry; actives lie on both sides; binding response (% of control), % at 10 µM; AID 1439; P09471; in the data active = binding response below about 49% or above about 150%; inconclusive = no clear call, values can overlap the other calls; inactive = in between;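 note: fluorescent Galphao held in activated GDP-AlF4 state binding bead-coupled RGS7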
Target sequence (P09471 whole entry, looked up): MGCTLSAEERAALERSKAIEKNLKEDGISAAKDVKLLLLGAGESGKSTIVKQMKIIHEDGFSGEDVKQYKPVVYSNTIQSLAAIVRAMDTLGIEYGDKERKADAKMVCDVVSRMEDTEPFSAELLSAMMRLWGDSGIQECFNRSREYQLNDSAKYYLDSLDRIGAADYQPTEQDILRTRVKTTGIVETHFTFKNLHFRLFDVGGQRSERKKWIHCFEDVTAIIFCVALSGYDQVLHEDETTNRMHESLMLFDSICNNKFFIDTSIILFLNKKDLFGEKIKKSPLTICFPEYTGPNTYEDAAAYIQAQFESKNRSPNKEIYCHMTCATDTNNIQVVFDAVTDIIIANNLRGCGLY
Bim-Bcl-B = disrupts Bim peptide binding to human Bcl-B; 190,000 compounds, 0.073% hits; inhibition, % at 10 µM; Q9HD36; bead-based flow cytometry;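 note: 0% = tracer peptide without compound and 100% = reference inhibitor peptide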
Bcl-2 Bim block = human Bim-Bcl-2 interaction inhibition; 190,000 compounds, 0.06% hits; inhibition, % at 10 µM; Bead-based flow cytometry, Bim peptide-Bcl-2 binding; P10415; AID 950; in the data active = inhibition above about 40%; inconclusive = no clear call, values can overlap the other calls;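 note: 0% = no compound wells with probe peptide and 100% = reference peptide inhibitor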
Target sequence (P10415 whole entry, looked up): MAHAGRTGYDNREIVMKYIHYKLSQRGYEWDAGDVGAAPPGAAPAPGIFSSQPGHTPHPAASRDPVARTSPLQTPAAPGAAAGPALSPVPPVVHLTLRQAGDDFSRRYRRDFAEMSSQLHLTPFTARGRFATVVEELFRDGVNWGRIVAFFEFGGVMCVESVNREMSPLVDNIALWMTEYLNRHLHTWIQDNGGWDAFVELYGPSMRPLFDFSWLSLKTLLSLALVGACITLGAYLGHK
RGS8-Gao reg = modulates binding of RGS8 to human Galphao | AID 1423 | 220,000 compounds, 0.34% hits | P09471 | response (percent of control binding), % at 10 µM | multiplexed bead flow cytometry; actives lie on both sides; in the data active = response below about 60% or above about 140%; inactive = in between;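 note: Galphao activated as the GDP aluminium fluoride complex binding bead-coupled RGS8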
RGS4-Gao reg = modulates binding of RGS4 to human Galphao | 220,000 compounds, 0.33% hits | Multiplexed bead flow cytometry; actives lie on both sides | P09471 | binding response (% of control), % at 10 µM | AID 1415; in the data active = binding response below about 49% or above about 150%; inactive = in between;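 note: fluorescent Galphao activated with aluminum fluoride binding bead-coupled RGS4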
Active calls of the source: *; ? = inconclusive; [ ] = dose if it differs, or a comment. Cut-off read from the data, not from the text of the source, unless noted: active = inhibition above about 40%.

Start of the listing, in advance (3 entries):
SMILES	GSH bead fluor	Mcl-1 Bim block	Bim-Bfl-1	Bcl-XL Bim block	Bim-Bcl-W	Mcl1-Bid inh	RGS7-Gao reg	Bim-Bcl-B	Bcl-2 Bim block	RGS8-Gao reg	RGS4-Gao reg
CN(CCNC(=O)c1cc2c(=O)n(C)c3ccccc3c2n1C)Cc1ccccc1	14	1	-3	-4	-3	-13	101	1	-1	105	102
CCN(c1ccccc1)S(=O)(=O)c1ccc(Cl)c(C(=O)OCC(=O)NC(=O)C(C)C)c1	21	-3	0	0	0	10	99	-2	-4	101	98
CCN(CC)C(=O)C(C)N(C#N)c1nc(C)cc(C)n1 (stereo not drawn)	11	-3	-8	-11	-4	0	100	-7	-4	101	100

The whole of this part, from the start:
SMILES	GSH bead fluor	Mcl-1 Bim block	Bim-Bfl-1	Bcl-XL Bim block	Bim-Bcl-W	Mcl1-Bid inh	RGS7-Gao reg	Bim-Bcl-B	Bcl-2 Bim block	RGS8-Gao reg	RGS4-Gao reg
CN(CCNC(=O)c1cc2c(=O)n(C)c3ccccc3c2n1C)Cc1ccccc1	14	1	-3	-4	-3	-13	101	1	-1	105	102
CCN(c1ccccc1)S(=O)(=O)c1ccc(Cl)c(C(=O)OCC(=O)NC(=O)C(C)C)c1	21	-3	0	0	0	10	99	-2	-4	101	98
CCN(CC)C(=O)C(C)N(C#N)c1nc(C)cc(C)n1 (stereo not drawn)	11	-3	-8	-11	-4	0	100	-7	-4	101	100
N#CCSc1nnc(Cc2cccs2)n1C1CCCCC1	12	-1	-12	-5	-1	-17	96	-9	-11	100	98
COc1ccccc1NS(=O)(=O)c1cc(NC(=O)/C=C/c2cccs2)ccc1N1CCOCC1	9	-3	-13	-5	-2	-23	98	-7	-12	79	96
COc1cccc(C(=O)NC2CCN(CC(=O)Nc3cccc(C)c3C)CC2)c1	10	1	-3	2	-2	-1	99	-3	-4	101	101
CSc1ccccc1NC(=O)c1c(Br)cnn1C	13	3	-10	-2	0	-16	99	-9	-3	101	98
O=C(N=Nc1c(O)n(C2OC(=O)c3ccccc32)c2ccccc12)c1ccc(O)cc1 (stereo not drawn)	11	2	0	-1	1	4	91	0	0	100	94
C=CCn1c(C)csc1=Nc1ccc(C(=O)O)cc1	13	-1	-6	-1	-2	-31	?	-4	-2	100	101
CCOc1ccc(OCC)c(NC(=O)CN2CCN(c3cccc(C)c3)C(C)C2)c1 (stereo not drawn)	29	-3	0	-5	-5	48	99	-5	4	99	99
Cc1ccc(C2N(c3nccs3)C(=O)C3CCCN32)cc1 (stereo not drawn)	39	0	-8	2	0	-14	100	-7	-7	101	101
CCOC(=O)c1cnc(-n2cc(C)cn2)nc1Nc1ccccc1OCC	26	-3	-2	-4	-4	7	98	-2	-7	104	95
N/C(=N\OC(=O)CC1CCCCC1)c1ccccc1	4	0	0	-3	0	-34	101	-2	0	103	101
COc1ccc(OCC(=O)Nc2cccc3cccnc23)cc1	11	-1	-7	-4	-1	-1	99	-13	-8	97	96
O=C(CCC1CCCCC1)Nc1c[nH]c(=O)[nH]c1=O	33	-7	-5	-11	-5	-7	101	-7	-2	99	102
Cc1ccc(C)c2[nH]c(=O)c(CN(CCCN(C)C)C(=O)NCc3ccccc3)cc12	11	-1	-2	-6	-2	-9	107	-4	0	104	108
O=C(CSc1ccc(-c2ccccn2)nn1)NCc1ccc(F)cc1	20	0	-4	0	1	-4	103	0	2	101	101
COc1ccccc1N(C)S(=O)(=O)c1ccc(C(=O)OCC(=O)N(C)c2ccccc2)cc1	22	0	-3	0	0	-24	93	0	-1	99	94
CC1CC2(CCCCC2)N2C(=O)C(=O)c3cccc1c32 (stereo not drawn)	12	0	-7	-3	3	3	29*	-5	-4	43*	41*
COC(=O)c1cccc(N(C(=O)c2cnccn2)C(C(=O)NC2CCCCC2)c2cn(C)nc2C)c1 (stereo not drawn)	52	-5	-13	-16	-2	4	102	-7	-7	105	109
O=C(NCc1ccccc1)c1ccc(/C=N/O)nc1	20	3	1	6	5	-15	98	2	7	94	98
COC(=O)c1ccc(CSc2ncnc3c2oc2ccccc23)o1	11	0	-13	-3	-1	-10	100	-7	-9	99	100
COc1cc(OC)nc(NC(=O)CN2CCN(c3ccc(F)cc3)CC2)n1	43	0	-10	-2	4	-58	98	-5	-7	100	96
COc1ccccc1N1CCN(C2CCN(S(=O)(=O)c3ccc(NC(C)=O)cc3)CC2)CC1	11	-4	-8	-6	-3	-24	105	-6	-5	98	97
O=C(Oc1c(Br)cc([N+](=O)[O-])cc1Br)c1cccnc1	6	-5	-1	-6	-4	-8	102	-8	-5	97	103
CCn1cc(C(=O)OCC(=O)Nc2c(C)cccc2C)c(=O)c2ccc(C)nc21	73	-4	-1	-3	-5	10	105	-2	-1	103	106
Cc1cccc(NC2(C(F)(F)F)N=C(c3ccccc3)NC2=O)n1 (stereo not drawn)	16	8	0	-2	-1	9	95	-2	0	98	97
CSc1n[nH]c(NC2=CC(=O)CCC2)n1	17	0	2	0	1	-8	102	-1	2	100	101
Cc1ccc(S(=O)(=O)N2CCCOC2CNC(=O)C(=O)NCCC2=CCCCC2)cc1 (stereo not drawn)	11	-8	-13	-9	-6	-7	97	-16	-11	100	99
CC(=O)CCc1c(C)[nH]c2ccc(NC(C)=O)cc2c1=O	16	4	-10	0	0	12	105	-1	-1	103	107
Cc1cccc(C)c1OCC(=O)NNC(=O)Nc1ccc(Cl)cc1	3	-5	3	2	4	-25	94	-1	1	92	97
COc1cccc(C(=O)N/N=C2/SCC(=O)N2CCc2ccc(OC)c(OC)c2)c1	33	-3	-13	0	-4	0	101	-7	-8	103	103
OC(COCc1cccs1)CN1CCN(c2cccc(C(F)(F)F)c2)CC1 (stereo not drawn)	11	-3	0	-1	-4	-6	106	-2	2	112	107
CN(C)S(=O)(=O)c1cccc(NC(=O)COC(=O)/C=C/c2ccc([N+](=O)[O-])cc2)c1	15	0	-3	2	1	-1	104	-3	-1	101	103
COc1ccc(-c2nsc3c(SCc4ccccc4)ncnc23)cc1	16	-6	-14	-5	-8	-41	99	-23	-6	99	103
CCN1C(=O)c2cccc3c(S(=O)(=O)NC(Cc4c[nH]c5ccccc45)C(=O)O)ccc1c23 (stereo not drawn)	30	-2	-13	-12	-1	-5	105	-8	-7	106	109
O=C(CCc1nc2ccccc2c(=O)[nH]1)NCc1ccco1	16	6	-4	-2	0	-7	?	-4	-5	102	103
COc1ccccc1Oc1ccc2c(c1)C(=O)N(c1ccccc1)C2=O	32	20	11	5	8	-1	97	8	16	109	111
CCCNC(=O)COC(=O)/C=C/c1ccc2c(c1)OCO2	6	-4	0	-2	-3	-42	98	-3	-1	101	98
O=C(Nc1ccc(N2CCOCC2)cc1)c1ccccc1SCC(=O)N1CCCC1	13	-3	-5	-2	-6	-75	100	-6	-5	97	99
CCOc1ccc(N2C(=O)CC(N3CCN(C(=O)c4ccco4)CC3)C2=O)cc1 (stereo not drawn)	4	0	-6	-2	1	-19	105	-4	-3	100	98
Cc1ccc(C2=NN=C(NC(=O)CSc3nnc4c5ccccc5n(C)c4n3)SC2)cc1	11	-1	4	-5	-2	-3	101	-3	2	91	93
c1ccc2c(c1)ncc1cccn12	16	0	1	0	1	-7	101	0	0	102	102
COc1ccc(N2CCN(Cc3cc4c(cc3O)CCC4)CC2)cc1	14	-2	-3	-1	0	-39	120	-1	-3	135	121
Cc1nc2ccc(Br)cn2c1NC(C)(C)C	14	-4	-7	-6	-4	-21	102	-10	-8	100	100
COc1ccccc1-c1ccc(C(=O)O)o1	18	5	-11	-1	6	0	94	-2	0	98	96
CC(C)Oc1ccc(N2CC(C(=O)OCC(=O)NCc3ccccc3)CC2=O)cc1 (stereo not drawn)	8	0	0	2	2	-3	99	-2	-2	100	101
CCOC(=O)c1[nH]c(C)c(CN(CCc2ccccc2)S(C)(=O)=O)c1C	25	1	-15	0	1	-18	104	-8	-5	106	104
O=C(CSc1ccccc1C(=O)NCCCN1CCCC1=O)NCc1ccco1	11	3	-4	1	3	-29	91	0	-1	98	95
O=C(COC(=O)C1(c2ccc(F)cc2)CCCC1)NCc1ccc2c(c1)OCO2	13	-2	-9	-9	-7	6	95	-8	-8	101	99
CCN1/C(=C/c2ccc3cc(C)ccc3[n+]2CC)Sc2ccccc21	7	5	14	13	5	9	225*[activator]	-22	15	110	169*[activator]
Cc1ccc(-c2noc(CCCc3ccccc3)n2)cc1	27	20	-3	3	-1	-9	91	-1	-3	95	96
O=C(CNCC1CCCCC1)Nc1ccccc1N1CCCCC1	12	-1	0	-4	-5	27	105	-2	1	98	101
CC1(C)C(=O)Nc2ccccc2N1C(=O)COC(=O)c1cc([N+](=O)[O-])ccc1N	18	0	-2	-5	-2	-3	105	1	-7	104	106
CNC(=O)/C(=C\c1cccc(Oc2ccccc2)c1)NC(=O)c1ccccc1	17	-2	-14	-4	-3	-1	94	-7	-5	100	95
Cc1[nH]c(C(=O)N/N=C/c2ccc(N(C)C)cc2)c(C)c1C(=O)N/N=C/c1ccc(N(C)C)cc1	9	0	-2	0	2	-22	99	-4	4	100	100
COCC(C)N=C1NN=C(c2cc(C)n(Cc3ccccc3Cl)c2C)CS1 (stereo not drawn)	15	-3	8	0	-2	-8	?	2	6	102	104
Cc1cc(NC(=O)CN2CCCC(C)C2)n(-c2nc3ccccc3s2)n1 (stereo not drawn)	11	-1	0	-2	0	0	103	0	-1	99	101
Cc1c(Cl)c([N+](=O)[O-])nn1CC(=O)NCC(C)C	12	0	-4	0	1	1	111	-1	-5	98	98
CCN1CCN(C2=CC3=CC(=C(C#N)C#N)CCC3CC2)CC1 (stereo not drawn)	13	1	-4	2	0	-17	110	0	0	102	105

(list continues)
SMILES	GSH bead fluor	Mcl-1 Bim block	Bim-Bfl-1	Bcl-XL Bim block	Bim-Bcl-W	Mcl1-Bid inh	RGS7-Gao reg	Bim-Bcl-B	Bcl-2 Bim block	RGS8-Gao reg	RGS4-Gao reg
C/C(=N/OC(=O)c1c(-c2c(Cl)cccc2Cl)noc1C)c1cnccn1	14	-1	5	-2	-2	-1	97	4	-2	103	97
COc1cc(CNCc2cccs2)ccc1OCc1ccccc1	22	-1	0	-1	0	-14	104	0	0	106	106
CCOc1ccc2oc(C(=O)NC3CC(C)(C)NC(C)(C)C3)c(C)c2c1	12	0	2	-1	0	-29	100	-2	0	104	101
O=C(NC1CCCCC1)C(c1ccc2ncccc2c1)N(Cc1ccc2c(c1)OCO2)C(=O)c1ccc2c(c1)OCCO2 (stereo not drawn)	14	-2	-11	-4	-1	-12	105	-10	-10	112	105
Cc1cccc(-c2nc(CSc3nc4c(c(=O)[nH]3)CCC4)c(C)o2)c1	18	-1	1	-2	0	6	105	0	0	105	96
COc1ccccc1OCC(=O)NNC(=O)c1cccs1	5	-5	0	-7	-3	-11	100	-9	-3	102	100
CCc1nnc(NS(=O)(=O)c2ccc(NC(=S)NC(=O)/C=C/c3ccc(F)cc3)cc2)s1	12	-5	-4	-7	-5	-31	68	-2	-3	68	82
O=C(CN1CCCCC1)Nc1cccc([N+](=O)[O-])c1	21	-1	-3	0	0	-15	99	0	0	100	98
CC(C)CN(CC(C)C)c1nnc(N)s1	12	-2	-2	-2	-6	-20	99	-4	0	98	98
Cc1cc(Nc2ccccc2)c2c([N+](=O)[O-])cc(C)c(C)c2n1	31	-8	-17	-6	-4	9	101	-12	-12	110	105
CCOc1ccc(CC(=O)OCc2cc(=O)n3cc(Br)ccc3n2)cc1	11	4	-4	-2	-3	-33	101	-2	-3	100	101

An unsorted share of the library (roughly 1.8% active in at least one column).
